Bioassay records as filed in PubChem.
VHR inh abs: VHR1 phosphatase inhibitors, primary screen, biochemical, absorbance, uHTS; Dual specificity protein phosphatase 3 (Homo sapiens), P51452; recombinant VHR phosphatase, pNPP absorbance; inhibition, % at 13.3 µM; 290,000 compounds, 0.52% hits; in the data active = inhibition above about 50%; also: some compounds called inactive have numbers as strong as hits
Target sequence (P51452 whole entry, looked up): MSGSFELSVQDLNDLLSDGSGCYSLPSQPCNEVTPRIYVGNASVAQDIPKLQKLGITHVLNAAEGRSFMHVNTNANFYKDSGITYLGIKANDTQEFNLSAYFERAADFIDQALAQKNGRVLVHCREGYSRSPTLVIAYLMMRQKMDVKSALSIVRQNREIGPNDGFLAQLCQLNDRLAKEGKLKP
FBA Mtb inh: Mtb FBA enzyme inhibitors, primary screen, biochemical, fluorescence, strain H37Rv; inhibition, % at 1 µM; Fructose-bisphosphate aldolase (Mycobacterium tuberculosis (strain ATCC 25618 / H37Rv)), …; AID 588726, 2011; purified M. tuberculosis FBA, fluorescence read-out; 360,000 compounds, 2.3% hits; in the data active = inhibition above about 27%;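 also: 0% = vehicle and 100% = reference inhibitor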
Target sequence (P9WQA3 whole entry, looked up): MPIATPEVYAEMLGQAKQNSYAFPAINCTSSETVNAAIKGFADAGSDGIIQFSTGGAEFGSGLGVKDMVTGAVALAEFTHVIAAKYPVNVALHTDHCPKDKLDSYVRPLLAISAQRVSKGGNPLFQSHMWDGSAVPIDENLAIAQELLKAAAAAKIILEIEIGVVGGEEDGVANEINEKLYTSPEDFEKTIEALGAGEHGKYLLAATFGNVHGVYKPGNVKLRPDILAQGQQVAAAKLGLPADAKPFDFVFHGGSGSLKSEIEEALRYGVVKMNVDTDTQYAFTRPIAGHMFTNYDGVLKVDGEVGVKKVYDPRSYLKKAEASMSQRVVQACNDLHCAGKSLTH
SARS 3CLpro inh: SARS-CoV 3CLpro protease inhibitors, primary screen, biochemical, quenched FRET; recombinant SARS-CoV 3CLpro, quenched FRET peptide cleavage; inhibition, % at 6 µM; 290,000 compounds, 0.14% hits; in the data active = inhibition above about 12%
MazF activator: activators of E. coli MazEF toxin-antitoxin RNase, primary screen, biochemical, fluorescence, uHTS | 350,000 compounds, 0.32% hits | activation, % at 20 µM | FAM/BHQ RNA-DNA oligo cleavage fluorescence, 5 h; in the data active = activation above about 50%
Target sequence (P0AE70 whole entry, looked up): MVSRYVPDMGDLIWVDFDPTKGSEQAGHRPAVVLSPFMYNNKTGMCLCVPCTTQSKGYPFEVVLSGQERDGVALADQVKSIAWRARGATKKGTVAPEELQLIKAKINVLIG
Vc quorum ag: inducers of Vibrio cholerae quorum light production without autoinducers, primary screen, BH1578 luxS cqsA deficient, single point; V. cholerae BH1578 lux reporter, luminescence, 6 h; activation, % at 18.7 µM; 350,000 compounds, 0.16% hits; in the data active = activation mostly above about 9.7%, no sharp cut-off; also: not every result past the cut was called active; inactives centre near 0; reference of the scale not given here
Mtb UGM inh: M. tuberculosis UGM enzyme inhibitors, primary screen, biochemical, fluorescence polarization, single point; purified UGM, fluorescence polarization probe displacement; 320,000 compounds, 0.06% hits; UDP-galactopyranose mutase (Mycobacterium tuberculosis (strain ATCC 25618 / H37Rv)), …; inhibition, % at 10 µM; in the data active = inhibition above about 10%, passing the limit was not always enough
Target sequence (P9WIQ1 whole entry, looked up): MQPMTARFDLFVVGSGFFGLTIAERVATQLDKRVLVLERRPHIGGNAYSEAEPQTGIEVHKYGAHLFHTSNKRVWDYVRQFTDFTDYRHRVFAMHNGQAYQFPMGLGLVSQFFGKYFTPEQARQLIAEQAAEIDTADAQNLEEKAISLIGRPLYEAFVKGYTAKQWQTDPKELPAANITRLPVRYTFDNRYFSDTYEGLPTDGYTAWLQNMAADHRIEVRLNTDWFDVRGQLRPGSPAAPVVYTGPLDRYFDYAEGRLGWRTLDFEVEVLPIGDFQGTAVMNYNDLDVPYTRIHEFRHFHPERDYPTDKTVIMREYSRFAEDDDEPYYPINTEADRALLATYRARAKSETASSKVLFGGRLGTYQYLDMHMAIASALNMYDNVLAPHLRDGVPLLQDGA
Rv3671c inh: Rv3671c serine protease inhibitors, primary screen, biochemical, fluorescence polarization, M. tuberculosis H37Rv; inhibition, % at 5.96 µM; 320,000 compounds, 0.048% hits; in the data active = inhibition above about 38%;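 also: extracellular domain of Rv3671c used as enzyme; 0% = enzyme with DMSO and 100% = no enzyme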
PriA SSB inh: inhibitors of Klebsiella pneumoniae PriA binding to SSB C-terminal tail, primary screen, biochemical, AlphaScreen; PriA–SSB C-terminal tail interaction (Klebsiella pneumoniae); AlphaScreen SSBct-PriA binding, biotinylated peptide; inhibition, % at 33 µM; 430,000 compounds, 0.6% hits; AID 1272365, 2023; in the data active = inhibition mostly above about 37%, no sharp cut-off; inactive = mostly below about 20%;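 also: plate controls were negative control peptide for no effect and reference peptide for full effect; strong numbers were not always called active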
GDH-TPI counter: GDH-TPI coupling enzyme inhibitors, primary screen, artefact control for M. tuberculosis FBA inhibitor project, biochemical, absorbance, full deck | inhibition, % at 4.8 µM | GDH-TPI coupled enzyme counterscreen, NADH absorbance | AID 588335, 2011 | 360,000 compounds, 1.2% hits; in the data active = inhibition above about 30%;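 also: 0% = DMSO wells and 100% = wells lacking the enzyme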
Mtb BioA inh: M. tuberculosis BioA enzyme inhibitors, primary screen, biochemical, plate reader, single point, HTS; 7,8-diaminopelargonic acid synthase BioA (Mycobacterium tuberculosis); purified M. tuberculosis BioA enzyme; inhibition, % at 9.99 µM; 360,000 compounds, 0.096% hits; in the data active = inhibition above about 40%
An asterisk follows results filed as active; i = inactive; . = no result given; & = joins results of further samples. These rows are one share of the data; count on the stated rates, not on these rows.

SMILES	VHR inh abs	FBA Mtb inh	SARS 3CLpro inh	MazF activator	Vc quorum ag	Mtb UGM inh	Rv3671c inh	PriA SSB inh	GDH-TPI counter	Mtb BioA inh
CSCc1ccc(C(=O)NC2CC(C)(C)Cc3c2cnn3-c2ccc(F)cc2)o1 (centres undefined)	3	-2	0	7	i	-0.5	2	5	0	-0.4
O=Cc1ccc(-c2cc(Cl)ccc2Cl)[nH]1	13	-8	0	4	-1.8	0.8	-7	-8	4	1.2
Cc1csc(NC(=O)CCCNC(=O)c2ccc(Cl)cc2)n1	.	1	.	4	i	-2.4	3	1	-10	0.5
COC(=O)c1ccc(NC(=O)CN2CCN(c3ccccn3)CC2)cc1	22	-2	4	-2	4.6	1.3	-4	-9	7	.
CC(NC(=O)COC(=O)/C=C/c1ccco1)c1ccccc1 (centres undefined)	5	-2	-1	-14	-0.5	-0.7	-2	-9	7	.
COc1cc2c(c(OC)c1OC)-c1ccc(C(=O)O)cc1[C@@H](NC(C)=O)CC2	.	1	.	-2	i	-0.6	-7	-18	4	-2.4
CCOC(=O)c1c(NC(=S)NCC2CCCO2)sc(C)c1C (centres undefined)	-9	-2	0	5	i	1.7	8	-14	13	.
N[C@H](CSCc1ccccc1)C(=O)Nc1ccc([N+](=O)[O-])cc1	49	1	-2	1	-0.7	-1.1	-25	-6	8	3.6
CN(C)C1=C(C#N)C(c2ccccc2)=NP(N(C)C)(N(C)C)=N1	19	3	2	-2	i	-0.5	-10	0	6	-0.8
Cn1c(=O)c2c(SCC(=O)N3CCCC3)nc(CC(C)(C)C)nc2n(C)c1=O	6	4	5	3	-1.6	1.0	8	-2	3	-1.4
CCCCC/C=N\NC(=O)Cc1ccc([N+](=O)[O-])cc1	19	-4	7	-4	-0.6	-1.5	3	-5	0	.
CCc1cc(=O)oc2cc(OCc3nn[nH]n3)ccc12	3	31*	2	9	6.2	-1.0	-1	-13	8	-0.2

The list goes on; the last 5 above are carried over.
SMILES	VHR inh abs	FBA Mtb inh	SARS 3CLpro inh	MazF activator	Vc quorum ag	Mtb UGM inh	Rv3671c inh	PriA SSB inh	GDH-TPI counter	Mtb BioA inh
N[C@H](CSCc1ccccc1)C(=O)Nc1ccc([N+](=O)[O-])cc1	49	1	-2	1	-0.7	-1.1	-25	-6	8	3.6
CN(C)C1=C(C#N)C(c2ccccc2)=NP(N(C)C)(N(C)C)=N1	19	3	2	-2	i	-0.5	-10	0	6	-0.8
Cn1c(=O)c2c(SCC(=O)N3CCCC3)nc(CC(C)(C)C)nc2n(C)c1=O	6	4	5	3	-1.6	1.0	8	-2	3	-1.4
CCCCC/C=N\NC(=O)Cc1ccc([N+](=O)[O-])cc1	19	-4	7	-4	-0.6	-1.5	3	-5	0	.
CCc1cc(=O)oc2cc(OCc3nn[nH]n3)ccc12	3	31*	2	9	6.2	-1.0	-1	-13	8	-0.2
COCCNC(=O)C1(C)CCCN(C(=O)c2cc(C)oc2C)C1 (centres undefined)	.	1	.	.	i	.	.	.	12	-1.3
COc1ccc(N2C(=NC(=O)C3CCCCC3)SC3CS(=O)(=O)CC32)cc1 (centres undefined)	-6	-2	4	2	-0.4	-1.8	4	-1	0	-0.8
CCOC(=O)c1ccc(N/C=C\C(=O)c2cccc(OC)c2)cc1	-1	3	0	-12	-0.7	-0.1	9	-2	12	-1.3
C[C@H](CO)N1C[C@H](C)[C@H](CN(C)C(=O)CC2CC2)Oc2cc(Br)ccc2S1(=O)=O	.	-2	.	6	i	.	.	.	13	2.4&5.7&8.3
CCn1c(SCC(=O)O)nc2sc3c(c2c1=O)CCC3	27	1	3	4	-0.6	-0.5	4	-7	12	-0.2
Nc1ccc(S(=O)(=O)N2CCCc3ccccc32)cc1	16	5	-3	-1	-0.6	3.1	0	-1	15	0.6
O=C(CC1C(=O)NCCN1Cc1ccc(Cl)c(F)c1)NCC1CCOCC1 (centres undefined)	0	0	3	-3	-0.1	-3.4	5	5	1	.
Cc1c(NC(=O)C2(C)CCCCC2)c(=O)n(-c2ccccc2)n1C	25	-3	0	0	-0.1	3.1	4	-8	-5	0.2
COc1cc2c(cc1OC)[C@H](Cc1ccc(O)cc1)NCC2	1	5	1	-10	i	1.2	-21	9	15	0.6
Fc1cccc(NC(=S)NCc2ccccn2)c1	2	2	-1	-2	i	-3.6	8	-4	2	2.2
COc1ccccc1N1CCN(C(=O)NC23CC4CC(CC(C4)C2)C3)CC1	35	1	7	7	-0.5	-1.5	2	-1	0	.
Cc1cc(NC(=O)CCOc2ccc(F)cc2)no1	18	4	-2	-14	-0.5	.	.	1	-3	6.7
O=C(NC(c1ccccc1)c1ccccc1)N1CCN(CCO)CC1	8	0	-1	4	i	-3.6	-1	-1	0	.
CS(=O)(=O)N(CC(=O)Nc1ccccc1C(=O)N1CCOCC1)c1cccc(F)c1	12	-1	3	1	-0.9	-0.5	12	-1	-1	-2.9
Cc1c(N2C(=O)CS/C2=N\N=C\c2ccc(Cl)cc2)c(=O)n(-c2ccccc2)n1C	17	1	2	1	-2.4	0.6	5	.	10	0.1
O=C(COc1ccc2c(C(F)(F)F)cc(=O)oc2c1)NCc1cccs1	8	12	3	-1	-0.6	-1.6	6	-3	16	-1.7
Cc1nc(-c2nnc(SCC(=O)Nc3cc(C(F)(F)F)cc(C(F)(F)F)c3)n2C)cs1	12	2	3	-4	-0.8	1.7	-2	-2	12	.
Cc1n[nH]c(=O)c2c(NC(=O)COC(=O)c3cc(F)cc(F)c3)oc(C)c12	.	3	.	-2	1.9	-2.1	7	-12	8	-1.0
O=C(Nc1ccc(F)c(F)c1)c1ccc(F)c(S(=O)(=O)N2CCC3(CC2)OCCO3)c1	3	-3	-2	5	-0.4	0.6	-6	-10	-2	.
Cc1ccc(N2CC(=O)Nc3c(sc4nc(C)cc(C)c34)C2=O)cc1	10	-1	1	2	-0.9	-1.2	-4	3	-10	-1.2
COc1ccc(OC)c(C(=O)N2CCC(CCC(=O)NC3CC3)CC2)c1	21	0	-8	3	-0.3	-0.7	-14	8	0	-0.1
COC(=O)C1=C(C)Nc2ncnn2C1c1ccc(OCc2ccccc2)cc1 (centres undefined)	10	5	-2	-17	.	-2.1	-10	-7	1	-1.2
Cc1ccc(NC(=O)C2=C(c3ccccc3)S(=O)(=O)CCS2(=O)=O)cc1	11	4	2	-9	0.0	-3.9	-2	3	1	.
CC1CCC(C(C)C)C(OCC(O)CN2CCOCC2)C1 (centres undefined)	29	3	-2	-12	i	4.6	-5	-8	3	0.5
CCOCCCNC(=S)N1C2CCC1CC(NC(=O)Nc1ccc(C(=O)OCC)cc1)C2 (centres undefined)	-9	2	3	8	i	-2.3	-5	-1	-1	.
COC(=O)C1=C(C)OC(N)=C(C#N)C1c1cc(OC)ccc1OC (centres undefined)	44	2	4	0	1.1	0.1	-8	0	1	-0.5
Cc1ccc(CC2C(=O)N(c3cc(C)ccc3C)C(=O)C2C)cc1 (centres undefined)	9	1	2	-3	-4.7	-2.5	2	-9	7	-2.5
CC(CN1CCOCC1)OC(=O)c1ccc(C(C)(C)C)cc1 (centres undefined)	-32	-5	-5	-7	-0.8	-3.8	-3	-16	17	0.3
CCO[C@@H]1OC(C(=O)N2CCCCCCC2)=C[C@H](C2CCCCC2)[C@H]1CCCO	3	0	-4	9	i	1.4	4	-13	12	2.3
Cc1ccc(S(=O)(=O)n2nc(OC(=O)C3CCCCC3)cc2N)cc1	-5	0	7	-3	i	1.3	2	-8	8	-1.0
Cc1ccc(Cn2c(C(C)Nc3nc(-c4ccc(F)cc4)cs3)nc3cc(C(F)(F)F)ccc32)cc1 (centres undefined)	.	-1	.	-41	-0.8	-1.0	7	11	11	-0.5
CCN(CC)c1nc(-c2ccccn2)nc(-c2ccccc2)c1C#N	6	1	2	12	i	0.7	5	-21	1	.
CCSc1nc(-c2ccccc2)c2cc(Cl)ccc2n1	19	1	-3	5	-0.2	-0.8	11	-13	1	.
O=C(NN=C1C2CC3CC(C2)CC1C3)c1cccc(S(=O)(=O)N2CCOCC2)c1	-1	1	0	3	0.2	-0.6	1	-8	2	.
COc1cccc(CNC(=O)C(=O)NCC2OCCCN2S(=O)(=O)c2cc(C)ccc2C)c1 (centres undefined)	38	-2	2	-6	i	-2.1	-3	-9	1	-1.5
CCCc1cc(C(=O)NC2CCCC2)no1	7	-2	-4	-112	i	-1.8	2	-17	3	-2.9
COc1ccccc1N1CCN(C(=O)Cn2cnc3c2c(=O)n(C)c(=O)n3C)CC1	8	1	0	-7	-0.4	2.8	2	-13	14	.
CN(C)CCC1(C2=CCCC2)CC/C(=C/c2ccc(Cl)cc2)C1=O (centres undefined)	.	1	.	28	i	.	.	1	14	.
COC(=O)c1cc(C)cc(=O)o1	5	-3	8	5	-0.8	0.5	7	1	20	.
Cn1nnnc1Sc1ccc(C(=O)O)cc1[N+](=O)[O-]	13	2	3	8	i	0.1	-8	-7	12	0.2
COc1cccc(-c2cc(C(F)(F)F)nc(-n3cc(C)cn3)n2)c1	2	-1	0	5	-2.6	-0.2	0	-3	6	.
CCOC(=O)CCc1c(C)nc2c(c(C)nn2C(C)(C)C)c1C	24	-1	0	-6	-0.2	2.9	-8	-36	-3	1.3
O=C(OCn1nnc2ccccc2c1=O)c1cccnc1	27	-2	8	6	-1.8	-1.7	2	-19	3	0.6
COc1ccc(C(=O)Nc2nnc(S(=O)(=O)N(C)Cc3ccccc3)s2)cc1	-9	1	-1	10	-6.2	2.9	0	-9	7	-2.2
Cc1ccc2nc(NC(=O)C(NS(=O)(=O)c3cccc4nsnc34)C(C)C)sc2c1 (centres undefined)	32	4	3	5	-0.3	-0.9	-7	6	2	0.2
COC(=O)CNC(=O)COC(=O)c1ccc(OC)c([N+](=O)[O-])c1	-12	-1	5	-2	-1.5	-2.9	2	15	8	-1.1
CC(C)(C)[C@H]1CCC(=O)N([C@H](CSc2ccc(Br)cc2)Cc2ccccc2)CC1	.	-3	.	-1	0.1	-1.5	8	12	-12	1.3
O=C(NCc1ccco1)C(=O)NCc1ccccc1Cl	-4	3	0	-11	i	-2.0	-4	6	7	-6.4
Cc1ccc(N/C=C/C(=O)c2ccccc2)cc1C	-11	1	3	0	0.1	2.2	6	-30	12	0.5
O=C(Nc1ccnn1C1CCN(Cc2cccc(OCCO)c2)CC1)c1cccc(F)c1	10	-1	4	3	i	-3.2	-4	-2	0	-0.9
O=C(Cc1ccc(NC(=O)C2CCCN(C(=O)CCc3ccccc3)C2)cc1)Nc1cccc(C(=O)N2CCCC2)c1 (centres undefined)	.	-1	.	-5	i	.	.	-7	5	0.8
CN1C(=O)c2ccc(C(=O)Nc3cccnc3)cc2C1=O	7	-2	3	1	-0.5	-0.2	.	-11	7	31
COCC(C)n1c(C)cc(C(=O)COC(=O)c2nn(C)c(=O)c3ccccc23)c1C (centres undefined)	.	4	.	4	i	0.6	3	9	7	-0.9
CCN(CC)S(=O)(=O)c1ccc(N)cc1	20	-3	2	2	-0.3	1.3	-11	-3	-6	-0.9
CCCn1cnc2cc(NC(=O)c3cccs3)ccc21	23	1	2	11	-0.2	2.4	-2	-17	0	8.8
C[C@]12CC[C@@H](O)C[C@@H]1CC[C@@H]1[C@@H]2CC[C@]2(C)C(=O)CC[C@@H]12	21	2	1	3	i	1.4	-5	-6	15	-1.4
